Screening data: PubChem BioAssay, National Center for Advancing Translational Sciences (NCATS)
L3MBTL1 inh – qHTS Assay for the Inhibitors of L3MBTL1. Lethal(3)malignant brain tumor-like protein 1 (Homo sapiens), Q9Y468. AlphaScreen L3MBTL1–H3K9me1 peptide binding. Potency, µM (titrated, usually from 57.1 µM), inactives show at the top dose activity, negative = inhibition, usual class: inhibitors. 230,000 compounds, 0.66% hits. AID 485360, 2010; active = well fitted inhibition curve with a large enough effect; inconclusive = small, poorly fitted or top-dose-only effect; inactive = no such curve, though single readings can be large or run the other way; also: nearly all actives have a fitted effect of over 60% in size
Target sequence (Q9Y468 whole entry, looked up): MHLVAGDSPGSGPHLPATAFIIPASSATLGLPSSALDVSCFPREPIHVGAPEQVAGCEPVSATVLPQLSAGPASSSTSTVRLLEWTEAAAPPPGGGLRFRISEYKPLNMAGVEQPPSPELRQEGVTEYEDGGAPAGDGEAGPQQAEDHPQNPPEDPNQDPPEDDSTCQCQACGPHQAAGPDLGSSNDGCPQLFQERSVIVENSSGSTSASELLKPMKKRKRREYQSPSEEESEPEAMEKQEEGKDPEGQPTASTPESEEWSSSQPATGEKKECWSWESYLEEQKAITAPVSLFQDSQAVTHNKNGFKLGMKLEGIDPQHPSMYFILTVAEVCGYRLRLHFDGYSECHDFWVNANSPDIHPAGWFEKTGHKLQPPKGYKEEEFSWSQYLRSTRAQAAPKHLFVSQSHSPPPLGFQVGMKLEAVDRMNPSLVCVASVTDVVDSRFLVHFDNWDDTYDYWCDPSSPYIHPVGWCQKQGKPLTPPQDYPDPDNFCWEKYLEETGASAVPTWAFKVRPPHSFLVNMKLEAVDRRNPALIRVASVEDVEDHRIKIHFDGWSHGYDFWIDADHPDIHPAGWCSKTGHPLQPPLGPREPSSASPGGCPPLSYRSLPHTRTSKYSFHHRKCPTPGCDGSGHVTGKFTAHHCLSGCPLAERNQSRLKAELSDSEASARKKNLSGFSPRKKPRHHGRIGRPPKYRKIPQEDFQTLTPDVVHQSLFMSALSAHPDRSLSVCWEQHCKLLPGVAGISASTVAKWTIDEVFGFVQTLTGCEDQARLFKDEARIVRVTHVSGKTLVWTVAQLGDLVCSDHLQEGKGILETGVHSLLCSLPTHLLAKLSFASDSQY
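L3MBTL1 (50 nM) pre-complexed 30 min with biotinylated H3(1-15)K9me1 peptide (75 nM), then compounds added for 30 min at room temperature; AlphaScreen streptavidin donor/nickel chelate acceptor beads (10 ug/mL final) read after 30 min dark incubation.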
* hit, by the source's call; ? = inconclusive; [ ] = dose if it differs, or a comment. % is scaled to controls: 0 for no effect and ±100 for the full control effect; potency is read from the fitted curve at half-maximal effect.

SMILES	L3MBTL1 inh
COc1cc(C(=O)OCC(=O)NC2CCCCC2)cc2c1OCCO2	-3.7%
Cc1nc([N+](=O)[O-])cn1CC(=O)Nc1ccc(F)c(Cl)c1	-5.9%
Cc1noc(C)c1COc1ccccc1C(=O)NCCOc1ccccc1F	5.0%
CCN(C[C@H]1N[C@@](CC)(C(=O)OC)[C@H]2C(=O)N(C)C(=O)[C@@H]12)C(=O)Nc1ccccc1	-1.6%
Cc1ncc([N+](=O)[O-])n1S(=O)(=O)c1cc(Br)ccc1Br	-0.1%
CCCCn1c(N)c(N(CC(C)C)C(=O)c2oc3ccc(Br)cc3c2C)c(=O)[nH]c1=O	-10.0%
CC(Sc1n[nH]c(-c2ccccc2)n1)C(=O)c1c(N)n(C)c(=O)n(C)c1=O (stereo not drawn)	6.5%
CCOc1ccc(C(=O)CCC(=O)N2CCN(c3ccccc3O)CC2)cc1	-3.7%
CN(Cc1ccc(Cl)cc1)C(=O)CNC(=O)C12CC3CC(CC(C3)C1)C2	3.9%
COc1ccc(NC(=O)COC(=O)Cc2cccs2)cc1OC	-1.2%
COc1ccc(NS(=O)(=O)c2cccc(C(=O)NCC3(N(C)C)CCCCC3)c2)cc1	-3.4%
CCOc1ccc(CCNC(=O)COC(=O)c2ccc(S(=O)(=O)N3CCCC3)cc2)cc1OCC	-1.2%

Exported as labelled records: entries from further up
Cc1nc([N+](=O)[O-])cn1CC(=O)Nc1ccc(F)c(Cl)c1
  L3MBTL1 inh: -5.9%

CCCCn1c(N)c(N(CC(C)C)C(=O)c2oc3ccc(Br)cc3c2C)c(=O)[nH]c1=O
  L3MBTL1 inh: -10.0%

Next part
SMILES	L3MBTL1 inh
COc1ccc(CN2CCN(CC(=O)Nc3ccccc3C(=O)NC3CC3)CC2)cc1F	0.6%
CCN(CC)S(=O)(=O)c1ccc(N2CC(C(=O)N3CCOCC3)CC2=O)cc1 (stereo not drawn)	-0.9%
COc1ccc(CCNC(=O)c2ccc3c(=O)n4c(nc3c2)CCC4)cc1OC	3.8%
NCCSC1CC(=O)N(c2ccc(Cl)c(Cl)c2)C1=O (stereo not drawn)	-0.4%
OC(Cc1ccncc1)(c1ccccc1)c1ccccc1	0.6%
CN(CCOc1ccc(Cl)cc1)C(=O)c1cc([N+](=O)[O-])ccc1N1CCOCC1	-11.4%
COc1ccc(CN2CCCC(CO)(Cc3cccc(Cl)c3)C2)cc1OC (stereo not drawn)	0.5%
O=C(CN1C(=O)NC2(CCCCCC2)C1=O)c1ccc(Cl)cc1	-13.3%
Cn1c(N)c(C(=O)COC(=O)COc2ccc(Cl)cc2)c(=O)n(C)c1=O	0.1%
O=C(COC(=O)c1ccc([N+](=O)[O-])o1)NC12CC3CC(CC(C3)C1)C2	-6.4%
CCOc1ccc(S(=O)(=O)/N=C(/Nc2ccc(C)c(S(=O)(=O)N3CCOCC3)c2)c2ccccc2)cc1	-6.7%
O=C1C=C(c2ccnc3cc(Cl)ccc23)C[C@@H](c2ccc3c(c2)OCO3)C1	-21.8%
CCOC(=O)c1c(NC(=O)CSc2nc3ccc(OC)cc3[nH]2)sc2c1CC(C)(C)NC2(C)C	-4.0%
Cc1ccccc1OCC(=O)Nc1ccccc1C(=O)NC1CC1	26.9%
COc1ccccc1C(=O)NCCSCc1c(F)cccc1Cl	-1.9%
CCOC(=O)C1CCN(C(=O)CS(=O)(=O)Cc2nc(-c3ccccc3Cl)oc2C)CC1	3.6%
CC1CCc2sc(C(=O)NCC3CCCO3)cc2C1 (stereo not drawn)	6.7%
COc1cc(Cl)c(C)cc1NC(=O)CN1C(=O)C2CC=CCC2C1=O (stereo not drawn)	-4.0%
Cc1ccccc1C(=O)NNC(=O)c1ccncc1	?
COc1ccccc1C(=O)NC(CCSC)C(=O)NCC(c1cccs1)N1CCOCC1 (stereo not drawn)	-1.9%
C=CCn1c(=O)c(C(=O)NCc2ccc3c(c2)OCO3)c(O)c2cc(OC)c(OC)cc21	6.7%
CC(=O)NC(CC(=O)OCC(=O)N1c2ccccc2NC(=O)C1(C)C)c1ccccc1 (stereo not drawn)	-1.1%
CCOC(=O)C(C)n1cnc2c(nnn2-c2ccccc2)c1=O (stereo not drawn)	11.1%
CCC(CO)Oc1cc(NC(=O)c2cccc(C)c2)c2ncn(C(C)C)c2c1 (stereo not drawn)	-0.7%
CC(C)(C)c1ccc(OCCCN2CCCC2)cc1	-3.1%
O=C(CSc1nc2ccc(Cl)cc2[nH]1)Nc1ccc2[nH]c(=O)[nH]c2c1	-3.1%
COc1ccc(N(Cc2ccccc2)S(=O)(=O)c2cccc(C(=O)NCC3CCCO3)c2)cc1 (stereo not drawn)	-5.4%
COc1cccc(/C=C/C(=O)NNC(=O)c2cc(C)oc2C)c1	0.0%
Cc1ccc(S(=O)(=O)NC23CC4CC(CC(C4)C2)C3)cc1	2.3%
CCOC(=O)CSc1nnc(-c2c[nH]c3ccccc23)o1	-6.3%
C[C@H](CO)N1C[C@H](C)[C@@H](CN(C)C(=O)Nc2ccc3c(c2)OCO3)Oc2c(NC(=O)Cc3ccccc3)cccc2C1=O	-2.5%
CN1CCN(S(=O)(=O)c2ccc(N3CCN(c4ccc(O)cc4)CC3)c([N+](=O)[O-])c2)CC1	-29.8%
O=C(CCN1C(=O)CSc2ccccc21)Nc1ccc(C(F)(F)F)cc1	2.4%
Cc1cc(C)c(NC(=O)CNC(=O)CSc2nnc(N)s2)c(C)c1	5.8%
NS(=O)(=O)c1ccc(S(=O)(=O)N(CCc2ccccc2)Cc2ccccn2)cc1	0.3%
Cc1ccc(S(=O)(=O)Nc2cccc3c2O[C@H](CN(C)Cc2ccc(-c4ccccc4)cc2)[C@@H](C)CN([C@H](C)CO)C3=O)cc1	-1.0%
CCOc1ccc(OCCCC(=O)N(C)CC(=O)Nc2ccccc2Br)cc1	3.6%
O=C(CCNC(=O)c1ccc(Cl)cc1)NC1CCCCCC1	9.1%
Nc1ccn([C@@H]2O[C@H](COS(=O)(=O)O)[C@@H](O)[C@H]2O)c(=O)n1	49.5%[activator]
Fc1ccc(/C=N\Nc2cccc(F)c2)cc1	0.5%
CC(NC(=O)CSc1ccccc1)c1ccccc1 (stereo not drawn)	5.7%
Cc1ccc(NC(=O)COC(=O)c2c(C)nn(-c3ccccc3)c2C)cc1	-1.2%
CC(=O)Oc1ccccc1-c1nc(/C=C/c2ccccc2)no1	17.7%
CCNC(=S)N(CCN(C)C)Cc1cc2cc3c(cc2[nH]c1=O)OCO3	2.6%
CCOc1ccc(NC(=O)CN(C)C(=O)Cn2cnc3c2c(=O)n(C)c(=O)n3C)cc1OCC	-0.6%
Cc1noc(C)c1S(=O)(=O)Nc1ccc2c(c1)C(=O)N([C@H](C)CO)C[C@H](C)[C@@H](CN(C)C(=O)Nc1ccc(C(F)(F)F)cc1)O2	7.0%
Cc1ccc(C(=O)NC(Cc2ccc(C(C)(C)C)cc2)C(=O)O)cc1 (stereo not drawn)	3.9%
CCCn1nnnc1NCc1ccc(OC)cc1	5.5%
O=C(c1ccccc1)c1ccc(C(=O)N2CCN(c3ccc(O)cc3)CC2)cc1	-16.5%
CCN(CC(=O)Nc1cc(Cl)ccc1C)C(=O)CCS(=O)(=O)c1ccc(C)cc1	-7.5%
Cc1ccc(-c2cnc(SCCNC(=O)c3ccco3)[nH]2)cc1	0.3%
CC(C)(CNC(=O)c1cc(-c2ccc(Cl)s2)nc2ccccc12)N1CCOCC1	-3.9%
CC(C)=CCC/C(C)=C/CNC(=O)C[C@H]1C[C@H](C(=O)N2CCOCC2)[C@@]2(C)c3[nH]c4cc(CCC(=O)N(C)C)ccc4c3CCN2C1=O	?
C=CCC[C@@H](Cc1ccc(F)cc1)C(=O)OC[C@@H](Cc1c[nH]c2ccccc12)NC(=O)[C@@H](CC=C)CC(=O)N(CCO)Cc1ccccc1	-2.2%
O=C1CSc2ccc(C(=O)NCc3ccccn3)cc2N1	-0.9%
O=C(Nc1cccc(S(=O)(=O)NC2=NCCC2)c1)c1cc(Cl)ccc1[N+](=O)[O-]	4.8%
CC(C)(C)OC(=O)C[C@H]1C/C=C\C[C@@H](CC(=O)NCCO)C(=O)NC[C@@H](c2ccccc2)OC1=O	5.6%
O=c1oc2ccc(C#CC3(O)CCCCC3)cc2cc1-n1cc(-c2ccccn2)nn1	-3.0%
COc1ccc(C(=O)NC23CC4CC(CC(C4)C2)C3)cc1OC	-0.4%
COc1ccc(NC(=O)Nc2ccc3c(c2)C(=O)N([C@H](C)CO)C[C@H](C)[C@@H](CN(C)S(=O)(=O)c2ccc(F)cc2)O3)cc1	-3.5%

(next part)
SMILES	L3MBTL1 inh
CCCn1ccnc1SCC(=O)Nc1c(C)n(C)n(-c2ccccc2)c1=O	2.9%
CCN(Cc1ccccc1)C(=O)CN1C(=O)c2ccccc2S1(=O)=O	-6.8%
CC(=O)c1c(C)[nH]c(C(=O)OCC(=O)c2c[nH]c3ccccc23)c1C	-0.9%
CCOc1ccc(S(=O)(=O)NN=C(C)c2cccnc2)cc1	1.6%
COc1ccc(C(CNC(=O)CSc2ccc(Br)cc2)N2CCOCC2)cc1 (stereo not drawn)	2.5%
NC[C@H](Cc1ccccc1)NCCc1cc(C(F)(F)F)cc(C(F)(F)F)c1	3.2%
CSc1ncccc1C(=O)NNC(=O)c1ccc(NS(=O)(=O)c2cccs2)cc1	-0.1%
O=C(Nc1ccc(Cl)c(Cl)c1)C1CCCCC1	20.6%
CCN(C[C@H]1N[C@@](Cc2ccccc2)(C(=O)OC)[C@H]2C(=O)N(C)C(=O)[C@@H]12)C(=O)c1ccccc1	1.8%
CC(C)(CNC(=O)c1cccc(S(=O)(=O)Nc2ccc(Br)cc2)c1)N1CCOCC1	8.4%
COc1ccc(NC(C)=O)cc1S(=O)(=O)Nc1cccc(S(=O)(=O)NC2=NCCC2)c1	5.7%
CN(C(=O)c1ccc(F)c(S(=O)(=O)N2CCOCC2)c1)C1CCCCC1	1.5%

Seven records drawn at random from those above, as already listed:
SMILES	L3MBTL1 inh
CC(C)(CNC(=O)c1cccc(S(=O)(=O)Nc2ccc(Br)cc2)c1)N1CCOCC1	8.4%
O=C(Nc1ccc(Cl)c(Cl)c1)C1CCCCC1	20.6%
NC[C@H](Cc1ccccc1)NCCc1cc(C(F)(F)F)cc(C(F)(F)F)c1	3.2%
CCCn1ccnc1SCC(=O)Nc1c(C)n(C)n(-c2ccccc2)c1=O	2.9%
CN(C(=O)c1ccc(F)c(S(=O)(=O)N2CCOCC2)c1)C1CCCCC1	1.5%
CC(=O)c1c(C)[nH]c(C(=O)OCC(=O)c2c[nH]c3ccccc23)c1C	-0.9%
COc1ccc(NC(C)=O)cc1S(=O)(=O)Nc1cccc(S(=O)(=O)NC2=NCCC2)c1	5.7%

(more compounds)
SMILES	L3MBTL1 inh
Cc1cccc(C(=O)Nc2cc(NC(=O)c3cccs3)ccc2C)c1	-5.6%
COc1ccc(-c2cccc(C(=O)N3CCOCC3)c2)cc1	-1.5%
COc1ccc(NS(=O)(=O)c2cc(NC(=O)CC(C)(C)C)ccc2N2CCCC2)cc1	-9.4%
O=C(Nc1ccc(Cl)c(S(=O)(=O)N2CCOCC2)c1)c1cccs1	4.0%
C#CCOCCOCCOCCNc1nc(N2CCN(C(=O)CCCCCCCCCCNC(=O)[C@H]([C@@H](C)CC)n3cc(CCCCN=C(N)N)nn3)CC2)nc(N2CCN(C(=O)CCCCCCCCCCNC(=O)[C@H](CO)n3cc(CCCSC)nn3)CC2)n1	?
O=C(CN1C(=O)NC2(CCCC2)C1=O)OCc1ccc(Cl)c(Cl)c1	18.7%
Cc1cc(=O)n2nc(N3CCCC(C(=O)Nc4ccc(C)c(C)c4)C3)sc2n1 (stereo not drawn)	14.3%
CC(OC(=O)c1ccc([N+](=O)[O-])cc1)C(=O)NCC1CCCCC1 (stereo not drawn)	32.7%[activator]
CN(CCOc1ccc(Cl)cc1)C(=O)c1ccccc1SCC(=O)N1CCCC1	2.2%
CC(C)CN(C(=O)c1ccc(S(=O)(=O)N2CCCC2)cc1)C1CCS(=O)(=O)C1 (stereo not drawn)	6.3%
Cc1nc(NC(=O)c2ccccc2)sc1C	3.4%[2.29 µM]
Cc1ccc(S(=O)(=O)NCc2ccc3c(c2)OCO3)cc1C	-3.6%
C[C@@]12C(=O)N(c3cccc(Br)c3)C(=O)N1[C@H](c1ccc(Cl)cc1)[C@@H]1C(=O)N(C3CCCCC3)C(=O)[C@@H]12	-10.0%
C[C@H](NC(=O)c1nc[nH]c1C(=O)NCc1ccccc1)c1ccccc1	-11.5%
COc1ccccc1N1CCN(C(=O)c2ccc(NC3=NC4CS(=O)(=O)CC4S3)cc2)CC1 (stereo not drawn)	-0.9%
Cc1ccc(C(=O)N2CCc3ccccc32)cc1[N+](=O)[O-]	5.0%
COc1ccc(NC(=O)c2sc3nc(C)cc(C)c3c2N)cc1	7.5%
C[C@H]1CN=C(N(C)C)N1CCc1cccc(F)c1	2.8%
COc1ccccc1C(=O)OC(C)CN1CCN(C)CC1 (stereo not drawn)	13.7%
CSc1cccc(NC(=O)c2cc(S(=O)(=O)N3CCc4ccccc43)cn2C)c1	-4.2%
CC(=O)c1ccc(N(CC(=O)NC2CCS(=O)(=O)C2)S(=O)(=O)c2ccc(C)cc2)cc1 (stereo not drawn)	7.1%
CN1CCN(S(=O)(=O)c2ccc(N(C)Cc3ccc(C(F)(F)F)cc3)c([N+](=O)[O-])c2)CC1	-22.9%
Cc1ccc(S(=O)(=O)NCC(=O)OCC(=O)NC2CCCCC2)cc1	4.1%
C=CCC(=O)N1CCCC(CO)(Cc2ccc(F)cc2F)C1 (stereo not drawn)	-4.7%
Cc1ccc(CONS(=O)(=O)c2cc(C)ccc2C)cc1	16.5%
C[C@H](CO)N1C[C@H](C)[C@@H](CN(C)S(C)(=O)=O)Oc2ccc(NC(=O)CCN3CCOCC3)cc2C1=O	0.3%
Cc1cccc(C)c1NC(=O)CNC(=O)C1CCCC1	0.2%

These rows are one share of the data; rates above refer to the full screens.
